High-throughput results as filed in PubChem.
Gli-Sufu block = antagonists of Gli-Sufu signaling; Sufu-KO-LIGHT fibroblasts, Gli luciferase reporter luminescence; inhibition, % at 5 µM; actives 0.74% (n = 340,000); AID 588413;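 active = inhibition above about 55%, limit read from the data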;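 note: 0% = DMSO-treated cells and 100% = wells with medium but no cells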
697 NFkB inh = inhibitors of the PMA/ionomycin-induced NF-kB reporter in 697 B cells | 697 B-cell NF-kB luciferase reporter, 16 h | inhibition, % at 4 µM | actives 0.33% (n = 330,000) | AID 435022; in the data active = inhibition above about 35%
Jurkat NFkB inh = inhibitors of the PMA/ionomycin-induced NF-kB reporter in Jurkat cells; PMA/ionomycin-induced NF-kB luciferase reporter, luminescence; inhibition, % at 4 µM; actives 0.53% (n = 330,000)
Apaf1 inhib = human Apaf-1 inhibition. O14727. reconstituted apoptosome caspase-3 activity, DEVD-Rh110 fluorescence. inhibition, % at 20 µM. actives 0.71% (n = 330,000); active = inhibition of at least 40% at 20 µM;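 note: plate controls were DMSO wells for no effect and DEVD-CHO caspase inhibitor wells for full effect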
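Material: reconstituted apoptosome with Apaf-1, cytochrome c, caspase-9, procaspase-3, dATP. Technique: Rh110 fluorescence intensity. Buffer or medium: pH 7.5 Hepes buffer with CHAPS, BSA, DTT. Times: 30 min plus 50 min, RT.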
HKDC1 inhibitor = inhibitors of human hexokinase HKDC1; Q2TB90; recombinant HKDC1, G6PDH/diaphorase resazurin coupled fluorescence; inhibition, % at 20 µM; actives 0.16% (n = 340,000); AID 493160;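 active = inhibition above about 35% when tested at 20 µM, limit read from the data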;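 note: plate controls were DMSO wells with enzyme for no effect and DMSO wells lacking enzyme for full effect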
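Test system: HK5 enzyme. Quantity: 5 µg/mL HK5 final. Reagent: glucose and ATP substrates. Schedule: 90 min reaction incubation at room temperature, dark. Technique: resazurin-to-resorufin fluorescence via G6PDH and diaphorase coupling, 525/613 nm. Control set: DMSO wells with and without enzyme mix.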
SENP7 inh = inhibitors of human SENP7 protease. Q9BQF6. actives 1.5% (n = 330,000). inhibition, % at 5 µM. recombinant SENP7, Z-RLRGG-aminoluciferin luminescence, 40 min;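 active = inhibition above about 50% at the single test dose, limit read from the data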;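 note: plate controls were DMSO with enzyme for no effect and no enzyme buffer wells for full effect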
Target sequence (Q9BQF6 706-1050 limits assumed): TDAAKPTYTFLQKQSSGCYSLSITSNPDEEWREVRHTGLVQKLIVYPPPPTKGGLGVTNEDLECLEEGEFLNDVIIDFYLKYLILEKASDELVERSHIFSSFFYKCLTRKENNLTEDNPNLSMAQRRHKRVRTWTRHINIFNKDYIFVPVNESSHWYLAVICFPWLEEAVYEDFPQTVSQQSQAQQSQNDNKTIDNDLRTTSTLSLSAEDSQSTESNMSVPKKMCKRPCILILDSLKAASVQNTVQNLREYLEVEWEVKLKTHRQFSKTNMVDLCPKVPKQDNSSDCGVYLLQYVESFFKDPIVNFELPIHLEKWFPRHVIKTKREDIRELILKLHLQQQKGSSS
SENP8 inh = SENP8 protease inhibition; Q96LD8; purified SENP8, Z-RLRGG-aminoluciferin cleavage, luminescence; inhibition, % at 10 µM; actives 1.2% (n = 330,000); AID 2540
Target sequence (Q96LD8 whole entry, looked up): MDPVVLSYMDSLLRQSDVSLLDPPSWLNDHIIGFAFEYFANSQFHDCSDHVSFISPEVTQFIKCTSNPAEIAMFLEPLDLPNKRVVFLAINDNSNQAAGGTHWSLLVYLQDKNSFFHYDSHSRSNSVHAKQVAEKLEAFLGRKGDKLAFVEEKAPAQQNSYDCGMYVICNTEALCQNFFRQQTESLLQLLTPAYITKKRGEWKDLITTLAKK
UBC13 inh = inhibitors of human UBC13 polyubiquitin chain formation; actives 0.47% (n = 330,000); inhibition, % at 20 µM; TR-FRET; P61088; in the data active = inhibition above about 45%, passing the limit was not always enough
Target sequence (P61088 whole entry, looked up): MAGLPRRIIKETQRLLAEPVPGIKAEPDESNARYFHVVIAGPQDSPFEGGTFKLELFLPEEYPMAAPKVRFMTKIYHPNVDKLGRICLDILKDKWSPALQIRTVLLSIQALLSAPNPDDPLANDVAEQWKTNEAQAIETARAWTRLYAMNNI
* hit, by the source's call; . = not tested or not shown. Cut-off read from the data, not from the text of the source, unless noted: active = inhibition above about 50%; inactive = the rest.

A first look (11 entries):
1	COc1ccc(C2c3ccc4ccccc4c3Oc3ncn(CCCO)c(=N)c32)cc1 (configuration not stated)
2	CCc1cc2c(SCC(=O)N3CC(=O)Nc4ccccc43)ncnc2s1
3	CC(C)C(C)NC(=O)COc1nc2ccccc2nc1N(C)C1CCCCC1 (configuration not stated)
4	Cc1cc(C)c(S(=O)(=O)c2ccc(Cl)cc2)c(Cl)n1
5	c1cn(C23CC4CC(CC(C4)C2)C3)cn1
6	COCCCn1c(SCC(=O)c2ccccc2)nc2ccccc2c1=O
7	O=C(CCNC(=O)c1ccccc1Cl)Nc1cc(S(=O)(=O)N2CCOCC2)ccc1N1CCOCC1
8	C[N+]1(CC2COC3(CCCCC3)O2)CCCCC1 (configuration not stated)
9	C=C(C)CSCc1nc2ccccc2[nH]1
10	CN(/N=C/c1ccncc1)C1=NCCN1
assay / compound	1	2	3	4	5	6	7	8	9	10
Gli-Sufu block	5	5	-3	-10	7	18	8	0	2	4
697 NFkB inh	-18	-18	-13	19	-7	0	10	-29	-15	-7
Jurkat NFkB inh	3	-10	15	0	-11	8	-1	1	-25	-6
Apaf1 inhib	16	55*	9	2	5	3	-9	-16	-3	-2
HKDC1 inhibitor	7	-14	-7	-2	-2	-2	-6	-3	-3	-2
SENP7 inh	-14	-6	2	0	1	9	-4	4	-10	4
SENP8 inh	-8	-8	9	-1	-1	1	-8	4	-10	7
UBC13 inh	26	-16	1	0	4	9	-5	6	4	0

11	COc1ccc(C)cc1N(CC(N)=O)S(=O)(=O)c1ccc(C)cc1
assay / compound	11
Gli-Sufu block	-2
697 NFkB inh	21
Jurkat NFkB inh	0
Apaf1 inhib	9
HKDC1 inhibitor	-2
SENP7 inh	2
SENP8 inh	-3
UBC13 inh	5

The list itself, previewed entries included:
1	COc1ccc(C2c3ccc4ccccc4c3Oc3ncn(CCCO)c(=N)c32)cc1 (configuration not stated)
2	CCc1cc2c(SCC(=O)N3CC(=O)Nc4ccccc43)ncnc2s1
3	CC(C)C(C)NC(=O)COc1nc2ccccc2nc1N(C)C1CCCCC1 (configuration not stated)
4	Cc1cc(C)c(S(=O)(=O)c2ccc(Cl)cc2)c(Cl)n1
5	c1cn(C23CC4CC(CC(C4)C2)C3)cn1
6	COCCCn1c(SCC(=O)c2ccccc2)nc2ccccc2c1=O
7	O=C(CCNC(=O)c1ccccc1Cl)Nc1cc(S(=O)(=O)N2CCOCC2)ccc1N1CCOCC1
8	C[N+]1(CC2COC3(CCCCC3)O2)CCCCC1 (configuration not stated)
assay / compound	1	2	3	4	5	6	7	8
Gli-Sufu block	5	5	-3	-10	7	18	8	0
697 NFkB inh	-18	-18	-13	19	-7	0	10	-29
Jurkat NFkB inh	3	-10	15	0	-11	8	-1	1
Apaf1 inhib	16	55*	9	2	5	3	-9	-16
HKDC1 inhibitor	7	-14	-7	-2	-2	-2	-6	-3
SENP7 inh	-14	-6	2	0	1	9	-4	4
SENP8 inh	-8	-8	9	-1	-1	1	-8	4
UBC13 inh	26	-16	1	0	4	9	-5	6

9	C=C(C)CSCc1nc2ccccc2[nH]1
10	CN(/N=C/c1ccncc1)C1=NCCN1
11	COc1ccc(C)cc1N(CC(N)=O)S(=O)(=O)c1ccc(C)cc1
12	CS(=O)(=O)N(CC(=O)NCc1ccncc1)c1ccc(Cl)c(Cl)c1
13	CCOC(=O)C(CCOc1cccc(CC)c1)C(=O)OCC
14	CCCN(CC(=O)Nc1ccccc1OC)C(=O)c1cc(-c2ccccc2)nn1-c1ccccc1
15	CC(=O)N(c1ccc2oc(=O)sc2c1)S(=O)(=O)c1cccc2cccnc12
16	COc1cc(/C=C2/NC(=O)N(Cc3ccccc3F)C2=O)ccc1Oc1ccc([N+](=O)[O-])cn1
assay / compound	9	10	11	12	13	14	15	16
Gli-Sufu block	2	4	-2	9	4	0	24	12
697 NFkB inh	-15	-7	21	8	10	10	8	-31
Jurkat NFkB inh	-25	-6	0	-12	-1	-5	18	35
Apaf1 inhib	-3	-2	9	-26	7	20	-3	10
HKDC1 inhibitor	-3	-2	-2	-12	-8	-2	-10	-7
SENP7 inh	-10	4	2	-1	-1	6	0	0
SENP8 inh	-10	7	-3	-10	5	1	3	-7
UBC13 inh	4	0	5	2	10	5	4	1

17	Cc1cc(NCCCN2CCOCC2)n2ncc(-c3ccccc3)c2n1
18	O=C(Nc1ccc(O)cc1)c1ccc2c(c1)C(=O)N(Cc1ccco1)C2=O
19	Cc1cccc(C)c1NC(=O)CNCC(=O)N(C)C
20	CC(C)(C)N(Cc1ccccc1)C(=O)CSc1ncn[nH]1
21	CC(C)(C)NC(=O)NC(=O)COC(=O)CCC1CCCC1
22	COc1cccc(C(=O)NCC(=O)OCc2ccc(F)cc2Cl)c1
23	Cc1ccc(NC(=O)NNC(=O)COc2ccc([N+](=O)[O-])cc2)cc1C
24	O=C(CSc1ncn[nH]1)N1CCN(S(=O)(=O)c2ccc(Cl)cc2)CC1
assay / compound	17	18	19	20	21	22	23	24
Gli-Sufu block	-59	4	1	8	12	-11	28	41
697 NFkB inh	-112	9	-3	-8	5	8	14	27
Jurkat NFkB inh	-147	-4	-8	8	3	7	10	6
Apaf1 inhib	7	3	-3	-3	12	-5	10	-17
HKDC1 inhibitor	-4	-8	1	2	4	9	-2	-1
SENP7 inh	7	1	3	1	-1	-4	4	-2
SENP8 inh	-17	-5	6	-2	-1	-6	-4	6
UBC13 inh	8	7	-5	0	-1	3	-10	0

25	Cn1c(SCC(=O)N2CCCc3ccccc32)nc2cccnc21
26	CCNC(=O)CC1C(=O)N(c2ccc(OC)cc2)C(=S)N1CCc1ccncc1 (configuration not stated)
27	CCC(=O)N(CCO)Cc1cc2ccc(C)c(C)c2[nH]c1=O
28	Cn1c2c(c(=O)n(C)c1=O)CN(CCCN1CCOCC1)CN2
29	Cc1ccc(NC(=S)N2CCC(c3ccccc3)C2)c(Cl)c1 (configuration not stated)
30	COc1ccc(C(=O)N2CCN(c3ccc(NC(=O)c4ccco4)cc3)CC2)cc1
31	COc1ccc(Nc2nc(Nc3ccc(OC)cc3OC)nc(N3CCN(C)CC3)n2)c(OC)c1
32	CC(C(=O)NCC1CCCO1)N(C(=O)c1snc(C(N)=O)c1N)c1cccc(F)c1 (configuration not stated)
assay / compound	25	26	27	28	29	30	31	32
Gli-Sufu block	0	.	0	-2	-81	7	6	2
697 NFkB inh	-11	9	18	9	-200	-9	10	1
Jurkat NFkB inh	13	-1	-3	-1	-165	4	10	-4
Apaf1 inhib	-14	-1	1	-59	-8	-1	30	-10
HKDC1 inhibitor	-2	.	-6	-7	-5	-1	-9	-8
SENP7 inh	-3	-9	2	4	12	14	3	0
SENP8 inh	-2	3	0	-3	0	-13	-1	-8
UBC13 inh	6	0	12	-8	2	-12	22	24

33	COCCNc1nc2nonc2nc1NC(C)c1ccccc1Cl (configuration not stated)
34	Cc1ccc(C(=O)OCn2ncc(Cl)c(Cl)c2=O)cc1
35	CC/C(=C/c1sc2ccc(C)cc2[n+]1CCO)SC
36	O=C(CCc1nnc(CCCCc2ccccc2)o1)N1CCN(CCO)CC1
37	O=C(NCC1c2ccccc2CCN1C(=O)CN1CCOCC1)C1CCCCC1 (configuration not stated)
38	O=C(CCC(=O)N1CCN(c2ccc(O)cc2)CC1)c1ccc(Br)cc1
39	Cc1ccc(NC(=O)/C(=C/c2cccs2)NC(=O)c2ccco2)c(C)c1
40	O=C(CCCC(=O)OCC(Cl)=C(Cl)Cl)Nc1cccc2ccccc12
assay / compound	33	34	35	36	37	38	39	40
Gli-Sufu block	16	3	0	10	-18	.	5	40
697 NFkB inh	-11	1	2	5	21	-3	-14	-29
Jurkat NFkB inh	-8	14	-3	-3	-6	13	-10	-8
Apaf1 inhib	3	17	-4	-9	-4	-10	-3	1
HKDC1 inhibitor	6	23	-6	-6	-8	.	1	9
SENP7 inh	-7	0	11	5	0	7	9	-2
SENP8 inh	-9	-3	5	4	12	6	-3	-9
UBC13 inh	-20	13	-12	1	5	9	-3	11

41	CC1(C)Cc2c(sc3nc(SCC(=O)O)[nH]c(=O)c23)CO1
42	CC(=O)c1cc2c(cc1NC(=O)CSc1nc3ccccc3[nH]1)OCO2
43	CC12CCC(C(=O)Nc3ccccc3)(C/C1=N\O)C2(C)C (configuration not stated)
44	COc1ccc(NC(=O)Cc2cccs2)c(OC)c1
45	Cc1ccsc1C(=O)N/N=C/c1ccc([N+](=O)[O-])cc1
46	CC1(C)NC(=O)N(CC(=O)N2CCN(S(=O)(=O)c3ccccc3F)CC2)C1=O
47	CCOCC(=O)Nc1ccc(S(=O)(=O)NCCc2ccccc2)cc1
48	CC(=O)ONC(=Nc1ccccc1)c1nonc1N
assay / compound	41	42	43	44	45	46	47	48
Gli-Sufu block	-1	.	-7	-5	-87	-15	5	4
697 NFkB inh	8	8	17	0	-81	0	5	2
Jurkat NFkB inh	-4	1	-2	-5	-75	16	18	8
Apaf1 inhib	-5	-13	-2	5	0	-4	7	-6
HKDC1 inhibitor	-14	.	1	-2	-8	-2	-7	-5
SENP7 inh	-2	2	4	-7	81*	3	-2	2
SENP8 inh	0	-1	-5	4	73*	1	8	-4
UBC13 inh	2	6	4	0	4	3	3	4

49	O=[N+]([O-])c1ccc(N2CCN(C(=S)Nc3ccc(F)cc3)CC2)cc1
50	C=C(C)COc1ccc2oc(C)c(C(=O)OCCOC)c2c1
51	O=C(CNCc1ccc(F)cc1)Nc1ccccc1[N+](=O)[O-]
52	C/C(CC(=O)Nc1ccccc1C(F)(F)F)=N\NC(=O)c1cnccn1
53	CC(C)(C)c1cc(Cc2ccccc2)[nH]n1
54	CC1CCN(c2c([N+](=O)[O-])nn(-c3ccc4c(c3)OCCO4)[n+]2[O-])CC1
55	O=C(Nc1cc(C(F)(F)F)ccc1Cl)c1ccncc1
56	CC(C)(C)OC(=O)N1CCC(C(=O)Nc2cccc(C(=O)N3CCOCC3)c2)CC1
assay / compound	49	50	51	52	53	54	55	56
Gli-Sufu block	34	-2	-3	-26	-4	-41	7	1
697 NFkB inh	-14	-14	18	-3	4	-13	13	11
Jurkat NFkB inh	4	-14	-3	-2	-1	-28	-9	16
Apaf1 inhib	-9	17	-2	-12	-7	10	-3	4
HKDC1 inhibitor	3	-7	-6	-1	-9	5	-8	-7
SENP7 inh	4	-5	0	8	-8	5	-1	0
SENP8 inh	0	-12	-7	5	-3	-7	-1	-2
UBC13 inh	2	-11	18	5	26	-6	5	12

57	CC(=O)Nc1ccccc1NS(=O)(=O)c1ccc(Cl)cc1
58	CSCCC(NS(=O)(=O)c1ccccc1F)C(=O)Nc1ccncc1 (configuration not stated)
59	O=C(CCCN1C(=O)/C(=C\c2cccs2)SC1=S)NNC(=O)c1ccncc1
60	Cc1ccc([N+](=O)[O-])cc1/C=N/Nc1nnnn1-c1ccccc1
61	Cc1ccc(OCCCC(=O)ON=C(N)c2ccccc2C)cc1
62	COc1cc(OC)c2c(-c3cccc(-c4ccc(O)cc4)c3)cc(=O)oc2c1
63	CCCN(CC(=O)Nc1ccccc1C)C(=O)c1ccc(N2CCCC2)c([N+](=O)[O-])c1
64	O=C1C=C(NCc2ccc(Cl)cc2Cl)C2(CCCCC2)O1
65	Fc1ccc(Nc2ncnc3ccccc23)cc1
66	CSc1ccc(C(=S)N2CCN(Cc3ccccc3)CC2)cc1
67	CN1CCOc2cc(S(=O)(=O)Nc3ccc(F)cc3)ccc21
assay / compound	57	58	59	60	61	62	63	64	65	66	67
Gli-Sufu block	0	2	9	3	-1	5	-3	9	13	6	16
697 NFkB inh	-17	8	12	0	4	-16	9	20	-63	15	-7
Jurkat NFkB inh	-5	4	2	-7	1	.	3	-2	-8	17	-17
Apaf1 inhib	0	-6	-4	-36	-3	28	2	-3	0	3	9
HKDC1 inhibitor	5	-6	-9	2	-3	4	-2	11	-6	7	-4
SENP7 inh	-10	2	1	11	-7	-3	1	8	-5	1	-5
SENP8 inh	-6	8	7	-5	1	.	-4	6	17	4	0
UBC13 inh	-3	13	-4	-9	18	.	-17	20	-9	4	2
